CHRM4 antagonist – CHRM4 antagonism in calcium assay; 360,000 compounds, 0.73% hits; CHO-hM4 cells, ACh EC80, Fluo-8 calcium fluorescence; inhibition, % at 3 µM;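 active = inhibition above its plate's cutoff, the mean inhibition of sample wells plus 3 SD, cut at about 27% in these data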;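 note: 0% = acetylcholine EC80 with DMSO and 100% = DMSO without agonist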
Target sequence (P08173 whole entry, looked up): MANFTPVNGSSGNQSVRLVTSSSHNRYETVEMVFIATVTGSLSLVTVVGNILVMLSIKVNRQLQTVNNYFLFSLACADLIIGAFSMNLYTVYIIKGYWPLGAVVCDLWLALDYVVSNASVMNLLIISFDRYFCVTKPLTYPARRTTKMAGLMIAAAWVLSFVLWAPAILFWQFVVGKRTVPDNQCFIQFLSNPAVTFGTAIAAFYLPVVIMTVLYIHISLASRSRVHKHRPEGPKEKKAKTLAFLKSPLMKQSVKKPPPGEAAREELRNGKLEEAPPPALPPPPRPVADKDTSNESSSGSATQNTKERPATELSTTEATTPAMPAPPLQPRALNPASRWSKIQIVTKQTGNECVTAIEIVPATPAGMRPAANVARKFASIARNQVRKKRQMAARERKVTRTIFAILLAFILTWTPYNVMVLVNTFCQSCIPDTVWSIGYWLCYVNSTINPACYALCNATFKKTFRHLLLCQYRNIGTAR
CHRM5 PAM – potentiates acetylcholine response at human M5 receptor | P08912 | CHO-K1 hM5, Fluo-8 calcium, ACh EC20 PAM; 0% = ACh EC20, 100% = ACh EC100 | activation, % at 3 µM | 360,000 compounds, 0.3% hits;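 active = activation above the run cutoff, the mean activation of all test compounds plus 3 SD, cut at about 18% in these data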
Target sequence (P08912 whole entry, looked up): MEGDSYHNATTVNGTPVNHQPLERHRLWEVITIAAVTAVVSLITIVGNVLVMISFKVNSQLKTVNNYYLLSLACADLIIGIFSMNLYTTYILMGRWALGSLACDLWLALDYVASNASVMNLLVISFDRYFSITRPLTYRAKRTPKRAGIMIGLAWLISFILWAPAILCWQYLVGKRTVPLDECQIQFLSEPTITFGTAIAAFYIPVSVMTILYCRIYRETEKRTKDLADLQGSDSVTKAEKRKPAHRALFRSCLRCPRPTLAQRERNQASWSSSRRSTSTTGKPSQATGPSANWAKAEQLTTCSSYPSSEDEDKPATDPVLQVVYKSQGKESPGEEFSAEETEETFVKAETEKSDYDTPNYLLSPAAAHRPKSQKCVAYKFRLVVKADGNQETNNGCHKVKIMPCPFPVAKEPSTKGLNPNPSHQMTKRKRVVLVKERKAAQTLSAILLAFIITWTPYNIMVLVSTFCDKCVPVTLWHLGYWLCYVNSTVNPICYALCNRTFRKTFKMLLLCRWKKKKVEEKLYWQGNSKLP
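Probe or stimulus: acetylcholine, EC20 level; Assay system: human M5 receptor in CHO-K1 cells; Schedule: compound preincubation 140 s before EC20 acetylcholine addition; Technique: intracellular calcium via Fluo-8 fluorescence; Dosing: single-point, 3 µM nominal; Read-out basis: percent activation from peak-over-basal fluorescence ratio, scaled EC20-to-EC100 acetylcholine; Repeats: one well per compound, no replicates.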
CHO-K1 Ca antag – M1 antagonist counterscreen hit in parental CHO-K1 cells; ATP-induced calcium, Fluo-8 fluorescence; inhibition, % at 3 µM; 360,000 compounds, 0.6% hits; AID 602250;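 active = inhibition above a per-plate cutoff, the plate's mean sample inhibition plus 3 SD, cut at about 24% in these data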;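 note: 0% = DMSO plus EC80 ATP and 100% = DMSO alone without ATP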
M4 PAM – potentiates acetylcholine response at human M4 receptor; CHO-K1 hM4/Gqi5, Fluo-8 calcium fluorescence, ACh EC20; 0% = ACh EC20, 100% = maximal ACh; P08173; 360,000 compounds, 0.4% hits; activation, % at 3 µM;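 active = activation above its plate's cutoff, the mean activation of sample wells plus 3 SD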; note: some results filed as inactive read as strong as hits
M5 ag – CHRM5 agonism in calcium assay. P08912. CHO-K1 hM5 cells, Fluo-8 calcium fluorescence; 0% DMSO wells, 100% maximal acetylcholine response. activation, % at 3 µM. 360,000 compounds, 0.19% hits;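 active = activation above the run's mean over test compounds plus 3 SD, cut at about 23% in these data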;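 note: signal is peak over basal fluorescence ratio across the kinetic read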
CHO-K1 Ca PAM – counter-screen for M1 PAMs: effect in parental CHO-K1 cells; ATP EC20, Fluo-8 calcium fluorescence; 0% at ATP EC20, 100% at ATP max; activation, % at 3 µM; 360,000 compounds, 0.02% hits; AID 602247;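 active = activation above the run cutoff, the mean activation of all test compounds plus 3 SD, cut at about 40% in these data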;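 note: peak over basal fluorescence ratio in a 140 s read after ATP addition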
CHRM5 antagonist – antagonists of human muscarinic M5 receptor (CHRM5); CHO-hM5 cells, Fluo-8 calcium fluorescence, ACh EC80; inhibition, % at 3 µM; 360,000 compounds, 0.59% hits; AID 624040;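 active = inhibition above a per-plate cutoff, the mean of that plate's test compounds plus 3 SD, cut at about 27% in these data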;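 note: 0% = acetylcholine EC80 with DMSO and 100% = DMSO without agonist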
CHO-K1 Ca ag – M1 agonist counterscreen hit in parental CHO-K1 cells; AID 602248; Fluo-8 calcium fluorescence; scaled to maximal ATP response, vehicle zero; activation, % at 3 µM; 360,000 compounds, 0.48% hits; in the data active = activation above about 15%;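 note: untransfected CHO-K1 host cells lacking M1 receptor as counterscreen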
M4 ag – agonists of human muscarinic M4 receptor (CHRM4) | P08173 | CHO-K1 hM4/Gqi5, Fluo-8 calcium fluorescence; vehicle 0%, full acetylcholine response 100% | activation, % at 3 µM | 360,000 compounds, 0.14% hits | AID 624127;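 active = activation above the run mean over all test wells plus 3 SD, cut at about 32% in these data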;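 note: peak over basal fluorescence ratio per well then scaled between controls; 0% = DMSO wells and 100% = acetylcholine at EC100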
* = called active by the depositor.

Start of the data: the first four entries as a preview:
SMILES	CHRM4 antagonist	CHRM5 PAM	CHO-K1 Ca antag	M4 PAM	M5 ag	CHO-K1 Ca PAM	CHRM5 antagonist	CHO-K1 Ca ag	M4 ag
CC(C)Cn1c(SCC(=O)Nc2cccnc2Cl)nnc1-c1ccco1	-13	5	-22	5	2	12	3	0.1	1
CCN(c1ccccc1)S(=O)(=O)c1cccc(C(=O)NCC2(N(C)C)CCCCC2)c1	-2	2	-17	5	-3	24	-7	1.1	0
O=C(Oc1ccc2ccccc2c1Cl)N1CCCCCC1	0	-10	-8	-7	0	12	7	1.0	0
Cc1cc(C(=O)Nn2cnnc2)cs1	-3	4	-14	11	4	18	-6	0.4	1

All compounds of this part, from the first entry:
SMILES	CHRM4 antagonist	CHRM5 PAM	CHO-K1 Ca antag	M4 PAM	M5 ag	CHO-K1 Ca PAM	CHRM5 antagonist	CHO-K1 Ca ag	M4 ag
CC(C)Cn1c(SCC(=O)Nc2cccnc2Cl)nnc1-c1ccco1	-13	5	-22	5	2	12	3	0.1	1
CCN(c1ccccc1)S(=O)(=O)c1cccc(C(=O)NCC2(N(C)C)CCCCC2)c1	-2	2	-17	5	-3	24	-7	1.1	0
O=C(Oc1ccc2ccccc2c1Cl)N1CCCCCC1	0	-10	-8	-7	0	12	7	1.0	0
Cc1cc(C(=O)Nn2cnnc2)cs1	-3	4	-14	11	4	18	-6	0.4	1
COc1ccc(COC(=O)CCNC(=O)c2ccc(Cl)cc2)cc1	4	2	-5	3	-4	-13	3	0.0	-1
CN(C(=O)CSc1nnc(C2CC2)n1C1CC1)C1(C#N)CCCCC1	-5	-3	-4	18	-1	-6	14	0.4	2
CCCCn1c(N)c(N(CCOC)C(=O)c2ccc(F)c(S(=O)(=O)N3CCOCC3)c2)c(=O)[nH]c1=O	-5	2	6	6	2	-1	2	0.5	0
CCc1cc(C(=O)N2CCc3c([nH]c4ccccc34)C2c2ccc(OC)cc2F)no1 (centres undefined)	4	-8	10	-5	-2	-7	4	0.3	1
CCOC(=O)[C@]12CCC=C1N(CCC1=CCCCC1)C(=O)[C@H](CC(=O)N1CCC(c3ccccc3)CC1)C2	-9	-8	-25	4	-4	16	-9	0.5	-2
COC(=O)c1ccc(CSc2nc3ccccc3[nH]2)o1	8	-3	16	-9	0	-6	10	0.6	1
O=P(NCc1ccccc1)(OCc1ccccc1)OCc1ccccc1	-10	-3	-14	-1	1	5	0	-0.1	4
O=C(O)C1CC(C(=O)O)SS1 (centres undefined)	4	-9	0	0	0	16	-5	-0.3	0
CCCS(=O)(=O)N1CCC(C(=O)NCCN(CC)c2ccccc2)CC1	5	-1	-9	-5	-1	13	0	0.3	1
COc1ccccc1NC(=O)CSc1ncn[nH]1	3	1	2	-1	0	-5	-3	0.0	0
O=C(c1ccc(F)cc1)N1CCN(C(=O)c2cccnc2)CC1	-2	3	-10	13	-1	3	-2	-0.1	1
CCCCCC(=O)Nc1cccc2ccccc12	-6	0	3	2	-3	-11	7	-0.1	0
NS(=O)(=O)c1cc(C(=O)OC2CCOC2=O)ccc1Cl (centres undefined)	-6	1	-7	-3	-2	7	-1	0.8	1
O=C(CCC(=O)c1ccccc1)Nc1ccccc1OC(F)F	-7	3	8	1	-4	3	0	13	2
Cc1ccc2nc(SCC(=O)N3CCCCC3)nc(=O)n2c1	6	2	-3	-2	2	3	-3	0.6	2
CCOc1ccc(C(=O)Nc2cc(-c3nc4ccccc4[nH]3)ccc2C)cc1[N+](=O)[O-]	-1	-2	-15	7	-4	16	0	2.1	6
CCCCNc1c(-c2cccc(-c3cc(C(C)=O)cs3)c2)nc2ccc(C)cn12	26	-35	-7	-11	-5	11	20	4.6	21
Cc1noc(NC(=O)c2ccc(Cl)c(Cl)c2)c1Cl	1	-5	5	0	2	-7	11	5.2	6
O=C(CSc1ncccc1C(=O)O)NC12CC3CC(CC(C3)C1)C2	2	-9	-6	-1	-4	2	-10	0.5	1
CCCCNC(=O)c1cc2cccc([N+](=O)[O-])c2[nH]1	-1	-2	8	-3	-3	-16	7	2.1	2
Cc1cc(C(=O)Nc2cnc3ccccc3c2)ccc1[N+](=O)[O-]	-2	-5	-7	5	-1	2	8	0.2	2
CCC(C)C(NC(=O)C1CCC(C)CC1)C(=O)Nc1ccc(OC)cc1 (centres undefined)	-7	-1	-16	7	0	8	8	0.7	0
COC(=O)c1ccc(CN2CCN(C3CCCCC3)C(CCO)C2)cc1 (centres undefined)	60*	7	-20	-50	-21	18	-8	1.4	0
Cc1cc(Cn2nc(-c3ccccc3)cc2C(=O)NCc2cccs2)on1	-4	-1	-18	5	-1	10	5	2.2	5
O=C(OC(C(=O)Nc1cc(Cl)cc(Cl)c1)c1ccccc1)C1=COCCO1 (centres undefined)	-5	1	-8	2	0	12	6	1.0	1
O=C(NC1CCCC1)c1cccc(S(=O)(=O)N2CCCCC2)c1	2	8	0	15	-3	10	-11	0.6	2

Ordered by value in M4 PAM (ascending): three of the compounds above.
SMILES,CHRM4 antagonist,CHRM5 PAM,M4 PAM,M5 ag,CHRM5 antagonist,M4 ag
COC(=O)c1ccc(CN2CCN(C3CCCCC3)C(CCO)C2)cc1 (centres undefined),60*,7,-50,-21,-8,0
CCCCNC(=O)c1cc2cccc([N+](=O)[O-])c2[nH]1,-1,-2,-3,-3,7,2
COc1ccccc1NC(=O)CSc1ncn[nH]1,3,1,-1,0,-3,0

Whole records, looked up by structure. Values in the order: CHRM4 antagonist | CHRM5 PAM | CHO-K1 Ca antag | M4 PAM | M5 ag | CHO-K1 Ca PAM | CHRM5 antagonist | CHO-K1 Ca ag | M4 ag
Cc1ccc2nc(SCC(=O)N3CCCCC3)nc(=O)n2c1 as listed: 6 | 2 | -3 | -2 | 2 | 3 | -3 | 0.6 | 2
CCCCNc1c(-c2cccc(-c3cc(C(C)=O)cs3)c2)nc2ccc(C)cn12 as listed: 26 | -35 | -7 | -11 | -5 | 11 | 20 | 4.6 | 21
CCCCNC(=O)c1cc2cccc([N+](=O)[O-])c2[nH]1 as listed: -1 | -2 | 8 | -3 | -3 | -16 | 7 | 2.1 | 2

Later entries.
SMILES	CHRM4 antagonist	CHRM5 PAM	CHO-K1 Ca antag	M4 PAM	M5 ag	CHO-K1 Ca PAM	CHRM5 antagonist	CHO-K1 Ca ag	M4 ag
Cc1ccc(/C=C/C(=O)NCCCn2ccnc2)cc1	14	2	16	1	-3	8	-5	18*	1
O=C(CN1CCN(c2ccccc2)CC1)c1ccc2cc[nH]c2c1	8	2	-3	7	1	14	5	1.2	1
Clc1cccc(Cl)c1Cn1nnc(-c2cccs2)n1	-3	3	-13	1	-1	9	-3	0.0	0
Cc1ccc([C@@H]2[C@@H]3C(=O)N(C)C(=O)[C@@H]3[C@]3(C)C(=O)N(CC4CC4)CC(=O)N23)o1	-2	-7	-1	3	-2	-17	9	-0.2	1
O=C(CSc1n[nH]c(-c2ccccc2Br)n1)NC(=O)NCc1ccco1	-1	-3	3	-4	0	12	2	0.3	2
O=C(COC(=O)c1ccccn1)Nc1ccc(S(=O)(=O)N2CCOCC2)cc1	-3	11	-7	13	1	8	-6	0.0	2
O=C(Cn1cccc1)Nc1ccc(F)cc1F	7	0	9	10	0	2	-7	0.3	1
C[C@H]([C@H](O)c1ccccc1)N(C)C(=O)CN	4	-3	-4	-2	3	-16	2	0.1	0
CCC(=O)N1N=C(c2c(O)n(C)c(=O)n(C)c2=O)CC1c1ccccc1 (centres undefined)	8	-17	-4	-11	2	-7	13	4.1	11
CCN(C(=O)COC(=O)c1cc(S(=O)(=O)N2CCOCC2)ccc1F)C1CCS(=O)(=O)C1 (centres undefined)	-4	1	2	3	-7	21	-5	-0.1	1
O=C(CNS(=O)(=O)c1ccc(Br)s1)NC1CCCc2ccccc21 (centres undefined)	-1	-1	10	2	-1	6	3	1.0	3
COc1ccc(OC)c(-c2c(=O)n(OCc3ccccc3Br)c3ccccc3[n+]2[O-])c1	0	-9	1	-6	-4	16	10	0.9	3
BrCCOCCOc1ccc2ccccc2c1	-7	-1	-21	8	0	31	4	1.1	1
CON/C=C(\C=Nc1ccc(F)cc1)c1ncc(C(F)(F)F)cc1Cl	3	-2	0	-1	1	16	2	0.1	0
COc1cccc(Cn2cnc3c(sc4nc(C)cc(C)c43)c2=O)c1	0	1	-10	0	-3	11	7	0.7	0
CC1C(=O)C(C)C(c2ccc(O)cc2)NC1c1ccc(O)cc1 (centres undefined)	9	0	-7	-4	2	4	5	4.0	1
O=C1CCCc2ccccc2N1Cc1cccc(F)c1	3	0	1	5	-12	4	6	0.4	-1
O=C(COc1ccc(Cl)cc1Cl)NCCCn1ccnc1	10	5	-8	-6	-15	13	-3	0.5	0
CCc1cccc(C)c1N(C(=O)Cn1c(CO)nc2ccccc21)C(C)COC (centres undefined)	5	-8	5	11	-5	-6	-2	0.9	2
Cc1cc(C)c(C#N)c(Sc2nc(C)c([N+](=O)[O-])c(C)c2C#N)n1	34*	-4	2	42*	-7	5	8	-0.5	2
C[C@H]1C(=O)N(C)CCN1C(=O)c1ccc(OC2CCN(CCc3ccccc3)CC2)cc1	1	-6	0	-8	-2	16	5	1.6	0
CC(=O)Nc1ccc(S(=O)(=O)NNC(=O)c2ccc3c(c2)OCO3)cc1	3	2	-5	0	0	14	-3	0.8	1
COC(=O)c1cccc(NC(=S)Nc2ccc(Cl)c(Cl)c2)c1	8	-12	26*	-9	4	-18	18	8.0	15
COc1cc(OC)nc(NC(=O)NS(=O)(=O)c2ccc(F)cc2)n1	-2	2	-2	2	-2	-7	-13	-0.3	1
CC(=O)Nc1ccc(C(=O)N2CCN(S(=O)(=O)c3ccc4c(c3)OCCCO4)CC2)cc1	0	8	-3	14	3	5	1	0.3	1
COc1cc2c(cc1OC)CN(C(=O)/C=C/c1cccc([N+](=O)[O-])c1)CC2	0	1	-16	2	-2	14	1	2.5	1
O=P1(O)CC2=C(CC=CC2)C1	-22	1	-8	5	0	23	6	0.3	1
COCCN(C(=O)c1ccc(C)c(S(=O)(=O)N2CCOCC2)c1)c1c(N)n(CC(C)C)c(=O)[nH]c1=O	0	6	-10	-3	1	-3	-4	0.1	0

Source: PubChem (The Scripps Research Institute Molecular Screening Center)
